Assay outcomes: PubChem BioAssay, National Center for Advancing Translational Sciences (NCATS)
SW480 rereplic – induces DNA re-replication in SW480 colon adenocarcinoma cells | AID 624297 | hit rate 1.8% among 340,000 | Potency, µM (doses to about 46.1 µM), for inactives: at the highest dose re-replication activation, most hits filed as activators | SW480 DNA re-replication, Hoechst DNA content imaging, 48 h; also: potency is read from the fitted curve at half-maximal effect; % of control where 0% means no effect; nearly all actives have a fitted effect of over 55% in size
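250 cells/well; 23 nL cpd via pin tool; 48 hr, 37 C, 5% CO2; Hoechst 40 min; imager read of total nuclear intensity, ex 405/em 500-530 nm.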
HT1080 IDH1KD tx – toxicity to HT-1080 IDH1 knockdown cells (counter line). HT-1080 IDH1 knockdown viability, ATP luminescence, 48 h. Potency, µM (series often up to 46.1 µM), for inactives: at the highest dose activity, negative = toxicity, most hits filed as cytotoxic. hit rate 2% among 360,000. AID 686971;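 also: potency is read from the fitted curve at half-maximal effect; 0% = DMSO wells and -100% = cell-free medium wells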
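In this qHTS, HT-1080 cells depleted of IDH1 are exposed for 48 h at 37 °C to compound titrations. Toxicity is scored from CellTiter-Glo luminescence, with DMSO as full viability and medium alone as none.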
KB-3-1 cytotox – KB-3-1 parental cell cytotoxicity; KB-3-1 viability, CellTiter-Glo ATP luminescence, 72 h; Potency, µM (titrated, usually from 46.1 µM), without a hit: at the top dose activity change, negative = cytotoxic, most hits filed as cytotoxic; hit rate 1.4% among 400,000; also: potency is read from the fitted curve at half-maximal effect; % is scaled to controls: 0 for no effect and ±100 for the full control effect; nearly all actives have a fitted effect of over 60% in size
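72 h, 37 °C compound treatment of KB-3-1 parental cells; CellTiter-Glo added, 10 min, luminescence read. Data corrected against DMSO-only plates and normalized before curve fitting.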
MCF10A rerep – inducers of DNA re-replication in MCF 10A breast cells; MCF 10A DNA re-replication, Hoechst nuclear intensity, 48 h; hit rate 2.9% among 350,000; AID 624296; Potency, µM (titrated, usually from 46.1 µM), inactives show at the top dose activity, positive = re-replication, hits mostly activators; also: potency is read from the fitted curve at half-maximal effect; % of control where 0% means no effect; nearly all actives have a fitted effect of over 50% in size
IL1B secr inh – inflammasome signaling inhibition, IL-1 beta readout. hit rate 4.7% among 360,000. THP-1 LPS/ATP IL-1B secretion, AlphaLISA, 16 h; stronger effect = lower value. activity change, % at 57.5 µM; in the data active = activity change below about -50%; inconclusive = mostly about -30% to -49%; also: % is scaled to controls: 0 for no effect and ±100 for the full control effect
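THP-1 cells pretreated 1 hr with compounds (up to 57.5 uM final), then stimulated with LPS (250 ng/mL final) plus ATP (1.25 mM final); secreted IL-1B measured by AlphaLISA after 16 hr, decreased signal indicating inhibition.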
ATXN2 expr inh – ATXN2 expression inhibition | HEK-293 ATXN2-luciferase reporter, luminescence, 24 h | hit rate 0.72% among 360,000 | Potency, µM (series often up to 57 µM), without a hit: at the highest dose activity change, negative = inhibition, actives largely listed as inhibitors; also: potency is read from the fitted curve at half-maximal effect; % is scaled to controls: 0 for no effect and ±100 for the full control effect; nearly all actives have a fitted effect of over 55% in size
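ATXN2-luciferase reporter cells (luciferase flanked by upstream and downstream ATXN2 gene portions) were treated 24 h at 37 °C with compounds at up to 57 uM. SteadyGlo luminescence gave expression; GF-AFC fluorescence gave viability.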
ATXN viability – reduces viability in counter-screen for ATXN expression inhibitors; S2 cells (HEK-293 line with an ATXN2-luciferase reporter) viability, CellTiter-Fluor protease fluorescence, 24 h; Potency, µM (top dose mostly 56.7 µM), most hits filed as cytotoxic; hit rate 0.49% among 400,000; AID 651635; also: potency is read from the fitted curve at half-maximal effect; nearly all actives have a fitted effect of over 40% in size
HepG2 viability – counter-screen for TGF-b inhibitors: cytotoxicity in HepG2 cells. HepG2 CAGA-GFP viability, ATP luminescence, 18 h. Potency, µM (top dose mostly 46.1 µM), for the others: at the highest dose activity change, negative = cytotoxicity, most hits filed as cytotoxic. hit rate 0.76% among 410,000; also: potency is read from the fitted curve at half-maximal effect; some results filed as inactive show a strong effect at the top dose
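CellTiter-Glo luminescence gave cytotoxicity after 18 hours at 37 degrees C. The cells were HepG2 CAGA-GFP in 1% FBS DMEM, stimulated with 500 pg/mL TGF-beta after compound addition. %Activity was normalised to no-cell wells (complete cell-killing) and DMSO (no toxicity), and curves were fitted and classified.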
HT1080-NT tox – kills 2HG-producing HT-1080-NT fibrosarcoma cells; HT-1080-NT fibrosarcoma viability, CellTiter-Glo ATP luminescence, 48 h; Potency, µM (titrated, usually from 46.1 µM), for the others: top-dose activity, negative = less viability, actives largely listed as cytotoxic; hit rate 1.6% among 360,000; AID 686970;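 also: NT is the 2HG producing partner of a matched IDH1 knockdown line; potency is read from the fitted curve at half-maximal effect; 0% = DMSO-treated cells and -100% = media-only wells without cells; nearly all actives have a fitted effect of over 55% in size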
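Toxicity toward the 2HG-producing NT line was scored as %Activity, normalised to DMSO and no-cell wells, from CellTiter-Glo luminescence after 48 hours' treatment.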
* hit, by the source's call; i = inactive; ? = inconclusive; . = no result given; [ ] = dose if it differs, or a comment. Unless noted, calls follow the shape of the dose curve; as a rule, active = well fitted curve in the direction sought with a large enough effect; inconclusive = small, poorly fitted or top-dose-only effect, or another doubt; inactive = no such curve, though single readings can be large; an effect the other way counts as inactive or inconclusive.

Below each compound: SW480 rereplic, HT1080 IDH1KD tx, KB-3-1 cytotox, MCF10A rerep, IL1B secr inh, ATXN2 expr inh, ATXN viability, HepG2 viability, HT1080-NT tox
#1 CCOC(=O)c1ccc(NC(=O)CCCN2C(=O)NC3(CCCC3)C2=O)cc1
 : 30%, -24%, -11%, 0%, 39, 8%, i, 2%, -4%
#2 Cc1nnc(SCc2ccccc2Cl)n1CC1CCCO1 (configuration not stated)
 : -4%, 8%, 0%, -1%, 1, -1%, i, -15%, 9%
#3 O=C(CNC(=O)c1cccs1)N/N=C/c1c(F)cccc1Cl
 : -1%, 19%, ., -6%, -18, 20%, i, -34%, 3%
#4 CCOc1ccc(/C=C2\SC(=S)N(CCC(=O)Nc3cccc(C(=O)O)c3)C2=O)cc1
 : 5%, 19%, 10%, 28%, 7, 5%, i, -44%, 10%
#5 CCOC(=O)N1CCN(C(=O)CSc2nnc(-c3cccc(Cl)c3)o2)CC1
 : 7%, -5%, 18%, 0%, 18, 2%, i, -16%, 12%
#6 COc1cc(OC)c(NC(=O)c2nnn(Cc3ccc(C)cc3)c2N)cc1Cl
 : ., ., 12%, ., ., -28%, i, -17%, .
#7 CC(C)CNC(=O)Nc1ccc(F)c(Cl)c1
 : 6%, 0%, -3%, -4%, ?, -7%[11.3 µM], i, 0%, 2%
#8 Cn1c(N)c(C(=O)CSc2nc3ccccc3n2-c2ccccc2)c(=O)n(C)c1=O
 : 12%, 3%, -1%, 4%, 7, -7%, i, -17%, -1%
#9 CN(C)c1ccc(/C=C/c2nnnn2-c2ccccc2)cc1
 : ?, 4%, 0%, ?, ?, 72%[activator], i, -19%, 13%
#10 COCCNC(=O)c1cnn2c1NC(c1ccco1)CC2C(F)(F)F (configuration not stated)
 : 3%, -1%, -4%, -2%, -4, -5%, i, -6%, 3%
#11 Cc1cc(N2CCCCC2)nc2ccc(NC(=O)c3ccc(Br)o3)cc12
 : ?, ?, ?, 8.2µM*, -66*, -29%, ?, -28%, ?
#12 CC(Sc1nnc(COc2ccc3ccccc3c2)n1C)C(=O)O (configuration not stated)
 : 1%, 9%, -14%, -1%, 2, 16%, i, 6%, 13%
#13 O=C(O)c1ccc2c(c1)ncn2-c1ccc(F)c(F)c1
 : ., ., -1%, ., ., 6%, i, -6%, .
#14 CCCc1nnc(NC(=O)CCC(=O)N2CCC(C)CC2)s1
 : ?, 9%, 6%, 2%, 31, 7%, i, 2%, 4%
#15 COc1ccc(C)cc1NC(=O)NC1CCCc2ccccc21 (configuration not stated)
 : 17%, -1%, -50%, 5%, 31, -11%, i, -11%, -3%
#16 COc1ccc(N2C(=O)CC(Nc3ccc(C)cc3)C2=O)cc1 (configuration not stated)
 : 11%, 0%, 13%, 6%, -3, 0%, i, -4%, -5%
#17 C#CCOCCOCCOCCNc1nc(N2CCN(C(=O)[C@H](CCCN=C(N)N)n3cc(C(N)[C@@H](C)CC)nn3)CC2)nc(N2CCN(C(=O)[C@H](CO)n3cc([C@@H](N)C(C)C)nn3)CC2)n1 (some centres not stated)
 : -3%, 7%, 0%, 1%, 57, 13%, i, -10%, 8%
#18 COc1ccc(NS(=O)CCCc2ccccc2)cc1 (configuration not stated)
 : ., -25%, 0%, ., 36, -4%, ?, -3%, 0%
#19 CC1(C)Cc2c(sc3ncn4nc(-c5ccco5)nc4c23)CO1
 : 2%, -1%, 10%, 3%, -4, 1%, i, 0%, -2%
#20 O=C(/C=C/c1ccccc1)NCCN1CCOCC1
 : 1%, 3%, 2%, 3%, -5, 11%, i, -2%, -2%
#21 O=C(c1ccccc1NS(=O)(=O)c1cccc2cccnc12)N1CCOCC1
 : 13%, 2%, 8%, 0%, -7, 5%, i, 3%, 11%
#22 c1ccc2c(-c3cc(C4CCNCC4)[nH]n3)cccc2c1
 : 13%, 21µM*, ?, ?, -25, -27%, i, -4%, 23µM*
#23 CCCC(C)NCC(=O)Nc1ccccc1-c1ccccc1 (configuration not stated)
 : -12%, -7%, 0%, 26%, -2, ., ., -28%, -4%
#24 COC(=O)[C@@]1(C(C)C)N=C(c2cc(OC)c(OC)c(OC)c2)[C@]2(O1)C(=O)N(C)c1ccc(Br)cc12
 : ., ?, -6%, ., -10, -17%, ?, ., ?
#25 Cc1ccc(S(=O)(=O)N(Cc2ccccc2F)C(=O)N2CCN(C)CC2)cc1
 : -55%[inhibitor], 16%, 8%, ?, -2, -7%, ?, 5%, 11%
#26 Cc1nn(-c2ccccn2)c2nc(-c3cccs3)cc(C(=O)NCc3ccco3)c12
 : -6%[9.22 µM], -27%, ?, ?, 0, 8%, i, -21%, -16%
#27 Cc1cc(/C=N/NC(N)=S)c(C)n1-c1cccc(Cl)c1
 : ?, -12%, -22%, 3%, 82, -19%, ?, -19%, -29%
#28 Cc1cc(C)c2c(n1)nn1c(N3CCN(c4ccccc4C)CC3)cc(C)nc21
 : -2%, 8%, 0%, 6%, 6, -4%, ?, -26%, 16%
#29 COc1ccc(NC(=O)Nc2ccc3c(c2)CCC3)cc1OC
 : 2%, 8%, 0%, 2%, 17, ., ?, 14%, 5%
#30 CC1CCCCC12NC(=O)N(CC(=O)NCCc1ccc(S(N)(=O)=O)cc1)C2=O (configuration not stated)
 : 0%, 0%, 1%, -2%, 13, ., i, -21%, 0%

31: C=CCn1c(SCc2ccc(C(=O)OC)cc2)nnc1-c1sc(N)nc1C
32: CCCCN(Cc1nc2ccccc2c(=O)[nH]1)C(=O)c1nn(C)c(=O)c2ccccc12
33: Cc1cc(NC(=O)CSc2nc(CCC3CCCC3)nc3ccccc23)no1
34: Cc1ccc(S(=O)(=O)N(C)C)cc1NC(=O)C1Cc2ccccc2CN1C(=O)c1ccco1 (configuration not stated)
35: O=C(COC(=O)COc1ccc(Br)cc1)NCC1CCCO1 (configuration not stated)
36: CN1CCN(c2oc(COc3ccc(-c4ccccc4)cc3)nc2C#N)CC1
37: CCCCNC(=O)c1onc(CSc2ccc(C(C)C)cc2)c1C(=O)O
38: CC1CCC2(CC1)NC(=O)N(CC(=O)N(Cc1ccccc1)C(C)(C)C)C2=O (configuration not stated)
assay / entry,31,32,33,34,35,36,37,38
SW480 rereplic,3%,4%,3%,24%,-5%,12%,0%,-3%
HT1080 IDH1KD tx,0%,-7%,-18%,-1%,19%,?,?,8%
KB-3-1 cytotox,2%,8%,-17%,13%,-20%,-13%,-5%,3%
MCF10A rerep,-42%[inhibitor],1%,-184%[0.0737 µM],21%,2%,?,0%,4%
IL1B secr inh,-8,-14,-5,2,2,-19,10,5
ATXN2 expr inh,-5%,4%,-11%,11%,-2%,-18%,100%[activator],2%
ATXN viability,i,i,i,i,i,i,i,?
HepG2 viability,-1%,-11%,-1%,2%,-2%,5%,-31%,6%
HT1080-NT tox,7%,-10%,-4%,-2%,7%,?,0%,11%

Arranged by count of non-hydrogen atoms (ascending): part of the list above.
37: CCCCNC(=O)c1onc(CSc2ccc(C(C)C)cc2)c1C(=O)O
31: C=CCn1c(SCc2ccc(C(=O)OC)cc2)nnc1-c1sc(N)nc1C
32: CCCCN(Cc1nc2ccccc2c(=O)[nH]1)C(=O)c1nn(C)c(=O)c2ccccc12
assay / entry,37,31,32
SW480 rereplic,0%,3%,4%
HT1080 IDH1KD tx,?,0%,-7%
KB-3-1 cytotox,-5%,2%,8%
MCF10A rerep,0%,-42%[inhibitor],1%
IL1B secr inh,10,-8,-14
ATXN2 expr inh,100%[activator],-5%,4%
ATXN viability,i,i,i
HepG2 viability,-31%,-1%,-11%
HT1080-NT tox,0%,7%,-10%

Carrying on:
39: CCNC(=O)COc1ccc(S(=O)(=O)Nc2ccccc2)cc1
40: Cn1c(N)nc2nc[nH]c2c1=S
41: CN(C)c1ccc(/C=C(\NC(=O)c2ccccc2)C(=O)NCCCn2ccnc2)cc1
42: COc1cccc(OC)c1OCCOCCN1CCN(C)CC1
43: O=C(c1cc2sccc2n1Cc1ccc(F)cc1)N1CCc2ccccc21
44: Cc1ccccc1-n1ncc2c1CC(C)(C)CC2NC(=O)CCN1Cc2ccccc2C1=O (configuration not stated)
45: CCOC(=O)c1ccc(Nc2ncnc3ccc(C)cc23)cc1
46: Cc1cc(NC(=O)COc2cccc(Oc3ccccc3)c2)no1
47: C[N+](C)(C)CCCC(=O)c1ccc2c(c1)OCO2
48: CC(=NC(C)C)C1=C(O)CCC1=O
49: CC(C)(C)c1ccc(C(=O)Nc2ccc(N3CCOCC3)cc2)cc1
assay / entry,39,40,41,42,43,44,45,46,47,48,49
SW480 rereplic,-1%,-9%,-7%,-4%,-47%,-6%,4%,?,-5%,1%,-1%
HT1080 IDH1KD tx,5%,-27%,3%,7%,-1%,1%,-28%,?,8%,7%,?
KB-3-1 cytotox,5%,4%,21%,2%,0%,-9%,?,?,8%,0%,1%
MCF10A rerep,2%,?,-5%,3%,-2%[9.22 µM],9%,?,?,-15%,2%,16%
IL1B secr inh,14,40,-10,13,9,?,8,27,0,4,?
ATXN2 expr inh,-2%,1%,2%,0%,25%,-18%,0%,-21%,-4%,1%,-18%
ATXN viability,i,i,i,i,i,i,i,i,?,i,?
HepG2 viability,2%,-19%,-5%,2%,2%,1%,-19%,-21%,4%,10%,3%
HT1080-NT tox,22%,-5%,1%,12%,-8%,8%,-26%,?,6%,10%,?

Copied from above: entries 39–42
39: CCNC(=O)COc1ccc(S(=O)(=O)Nc2ccccc2)cc1
40: Cn1c(N)nc2nc[nH]c2c1=S
41: CN(C)c1ccc(/C=C(\NC(=O)c2ccccc2)C(=O)NCCCn2ccnc2)cc1
42: COc1cccc(OC)c1OCCOCCN1CCN(C)CC1
assay / entry,39,40,41,42
SW480 rereplic,-1%,-9%,-7%,-4%
HT1080 IDH1KD tx,5%,-27%,3%,7%
KB-3-1 cytotox,5%,4%,21%,2%
MCF10A rerep,2%,?,-5%,3%
IL1B secr inh,14,40,-10,13
ATXN2 expr inh,-2%,1%,2%,0%
ATXN viability,i,i,i,i
HepG2 viability,2%,-19%,-5%,2%
HT1080-NT tox,22%,-5%,1%,12%
